# Screens: PubChem BioAssay, several laboratories
# M. tuberculosis GlmU: inhibition of mycobacterial GlmU enzyme – biochemical, glucosamine-1-phosphate acetyltransferase (AID 1376) | M. tuberculosis GlmU acetyltransferase enzyme assay; higher % means a stronger effect | inhibition, %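 (tested at 30 µM in the primary screen)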; hits with a dose series show IC50 in µM | 220,000 compounds, 0.25% hits; in the data active = inhibition above about 13%; inconclusive = no clear call, values can overlap the other calls;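 also: 0% = complete reaction with vehicle and 100% = reaction without substrate; strong numbers were not always called active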
# RmlCD inh 1536: blocks M. tuberculosis RmlC and RmlD coupled enzymes. P9WH09+P9WH11. RmlC+RmlD coupled enzyme assay, percent inhibition; primary screen in compound mixtures. inhibition, % at 3.6 µM. 160,000 compounds, 0.03% hits; in the data active = inhibition mostly above about 34%, no sharp cut-off; inconclusive = no clear call, values can overlap the other calls; inactive = mostly below about 22%; also: some results filed as inactive read as strong as hits
# Target sequence (P9WH09 whole entry, looked up): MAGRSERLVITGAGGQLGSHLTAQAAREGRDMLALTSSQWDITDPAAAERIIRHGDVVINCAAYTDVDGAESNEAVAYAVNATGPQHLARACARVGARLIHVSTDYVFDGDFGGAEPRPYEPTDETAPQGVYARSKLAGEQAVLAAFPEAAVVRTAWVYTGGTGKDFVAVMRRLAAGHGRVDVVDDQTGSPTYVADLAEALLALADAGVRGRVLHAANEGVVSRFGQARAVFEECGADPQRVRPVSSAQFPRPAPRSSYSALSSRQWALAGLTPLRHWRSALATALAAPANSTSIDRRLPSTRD
# Target sequence (P9WH11 whole entry, looked up): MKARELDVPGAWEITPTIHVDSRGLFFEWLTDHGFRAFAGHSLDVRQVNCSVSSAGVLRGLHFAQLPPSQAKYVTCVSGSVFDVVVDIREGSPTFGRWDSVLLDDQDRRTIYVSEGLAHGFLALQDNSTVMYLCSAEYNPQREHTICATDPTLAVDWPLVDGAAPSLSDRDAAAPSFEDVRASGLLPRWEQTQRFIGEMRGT
# * = called active by the depositor; u = inconclusive; x = not tested or not shown. An excerpt, so the mix of outcomes need not match the whole.
SMILES | M. tuberculosis GlmU | RmlCD inh 1536
COc1cc(/C=N/O)cc(Br)c1OCC(=O)NCc1ccccc1 | -0.5% | 9
COc1cccc(CNc2ncc(Br)cc2Br)c1O | 0.2% | -25
Cc1cccc(NC2=NC(C)(C)N=C(N)N2)c1 | 2.6% | 3
Cc1cccc(NC(=O)c2cccc(NC(=O)Cc3cccs3)c2)c1 | 0.3% | x
CN(C[C@H](Cc1ccccc1)N(C[C@H](CC1CCCCC1)N(CCc1ccccc1)N=O)N=O)N=O | 0.8% | x
CSCCC(NC(=O)c1ccccc1C)C(=O)O (stereo unspecified) | -0.2% | -38
Cc1cc(=O)oc2cc(OCC(=O)OCC(=O)N3CCC(C)CC3)ccc12 | 1.1% | 8
COc1ccccc1/C=C/C(=O)NC(=S)NCC1CCCO1 (stereo unspecified) | 0.3% | -10
CC(=O)c1c(C)[nH]c(C(=O)NCc2ccccc2)c1C | -2.8% | -7
O=C(CSc1ccsc1[N+](=O)[O-])Nc1cc(F)ccc1F | 4.7% | 4
Cc1occc1-c1nnc(SCC(=O)N2CCN(c3ccccc3F)CC2)n1C | -1.7% | x
CCc1nnc(NS(=O)(=O)c2ccc(NC(=S)NC(=O)c3cccs3)cc2)s1 | 3.5% | 22
Nc1ccc(C(=O)Nc2ccc(NC(=O)c3ccco3)c(O)c2)cc1 | -0.4% | 5
CC1(C)CC(n2c(NCCO)nc3c(c2=O)C2(CCCC2)Cc2ccccc2-3)CCO1 (stereo unspecified) | -5.6% | 10
Cc1cc(C(=O)COc2cc(F)ccc2[N+](=O)[O-])c(C)n1C1CC1 | 7.2% | -7
Cc1cc(C)n(C(=O)CCC(=O)Nc2ccc(C)c(C)c2)n1 | -0.2% | x
CC(C)NS(=O)(=O)c1cccc2nsnc12 | 2.1% | x
COC(=O)c1cc(Br)ccc1NC(=O)Nc1ccc(C)cc1 | 4.0% | x
CC1(C)Nc2ccccc2N(Cc2ccc([N+](=O)[O-])cc2)C1=O | -5.0% | -16
COc1ccc(C)cc1NC(=S)Nc1ccccc1SC | -1.0% | -2
COc1ccc(C2CC(=O)N3CN(c4ccc(C)c(Cl)c4)CSC3=C2C#N)cc1 (stereo unspecified) | 9.2% | -8
O=C(/C=C/c1ccco1)Nc1ccc2nc3n(c(=O)c2c1)CCCC3 | -5.8% | 9
COc1cc(SC)ccc1C(=O)Nc1ncc(C)s1 | 2.5% | -14
O=C(/C=C/c1ccccn1)c1cc(Br)ccc1O | 5.6% | -2
COc1ccccc1C1=NOC(Cn2c(=O)c3c(ncn3C)n(C)c2=O)C1 (stereo unspecified) | 1.5% | -8
Cc1ccc(C)c(NC(=O)c2ccccc2NS(=O)(=O)c2cc([N+](=O)[O-])ccc2C)c1 | -0.9% | 17
Cc1nc(SCc2ccc(OCCC(C)C)cc2)n[nH]1 | 0.8% | 4
COc1ccc(C)cc1NC(=O)NC(C)c1ccncc1 (stereo unspecified) | -5.0% | -1
CCOC(=O)C(C)n1cnc2c(cnn2-c2ccc(Cl)cc2)c1=O (stereo unspecified) | -0.8% | 2
CCOC(=O)c1sc(NS(=O)(=O)c2ccccc2)nc1C | 3.8% | 3
Cn1c(C(=O)N2CCN(C(=O)c3ccco3)CC2)cc2c(=O)n3ccccc3nc21 | -0.1% | 8
COc1ccc(C2/C=C\CN(S(=O)(=O)/C=C/c3ccccc3)CC(=O)N2Cc2ccc(F)cc2)cc1 (stereo unspecified) | -2.1% | x
Cc1c(C(=O)Nc2nc3ccccc3[nH]2)oc2ccc(Br)cc12 | 3.1% | -10
COc1ccc(N(C)S(=O)(=O)c2cccc(C(=O)NCC3CCCO3)c2)cc1 (stereo unspecified) | 0.2% | -7
CCOc1ccc(CCNC(=O)COC(=O)c2cc(OC)cc(OC)c2)cc1OCC | 0.3% | 7
[O-]/C(=C(\C(=S)NCCN1CCOCC1)[n+]1ccccc1)c1ccc(Cl)s1 | 2.1% | 5
CC(C(=O)N1CCOCC1)N1C(=O)c2ccccc2C1=O (stereo unspecified) | -1.6% | x
CCOc1ccccc1C1CC(c2cccc(NS(C)(=O)=O)c2)=NN1C(=O)c1ccccc1 (stereo unspecified) | 3.7% | -25
C=CCS/C(N)=N\N=C\c1cc(Br)cc([N+](=O)[O-])c1O | 3.9% | 4
COc1ccccc1N1CCN(C(=O)c2ccc3nc[nH]c3c2)CC1 | 1.8% | -9

# An excerpt of these results, with two lines to a compound:
# Below each SMILES – M. tuberculosis GlmU, RmlCD inh 1536
COc1ccc(C)cc1NC(=O)NC(C)c1ccncc1 (stereo unspecified)
→ -5.0%, -1
CCOC(=O)C(C)n1cnc2c(cnn2-c2ccc(Cl)cc2)c1=O (stereo unspecified)
→ -0.8%, 2
CCOC(=O)c1sc(NS(=O)(=O)c2ccccc2)nc1C
→ 3.8%, 3

# Compound profiles (already shown). Screens in order: M. tuberculosis GlmU	RmlCD inh 1536
# Profile of Cc1ccc(C)c(NC(=O)c2ccccc2NS(=O)(=O)c2cc([N+](=O)[O-])ccc2C)c1 : -0.9%	17
# Profile of CC1(C)CC(n2c(NCCO)nc3c(c2=O)C2(CCCC2)Cc2ccccc2-3)CCO1 (stereo unspecified) : -5.6%	10
# Profile of COc1cc(/C=N/O)cc(Br)c1OCC(=O)NCc1ccccc1 : -0.5%	9
# Profile of Cc1nc(SCc2ccc(OCCC(C)C)cc2)n[nH]1 : 0.8%	4
# Profile of COc1cccc(CNc2ncc(Br)cc2Br)c1O : 0.2%	-25

# Next section
SMILES | M. tuberculosis GlmU | RmlCD inh 1536
c1ccc2c(C3=NNC(=NC4CC4)SC3)c[nH]c2c1 | -5.4% | 3
COc1ccccc1C1=NOC(CN2C(=O)c3ccccc3S2(=O)=O)C1 (stereo unspecified) | -3.0% | 4
CS(=O)(=O)n1nc(-c2cccnc2)nc1NCc1ccccc1 | 1.4% | x
COc1cccc2c1OC1(C)CC2NC(=O)N1c1cccc(C(=O)N2CCN(c3ccccc3)CC2)c1 (stereo unspecified) | -4.7% | -3
Cc1nnc(SCCC(=O)Nc2nc(-c3ccccc3)ns2)s1 | 3.2% | x
O=C(CN1CCN(S(=O)(=O)c2ccc(Cl)s2)CC1)N1CCOCC1 | 2.6% | 15
Cc1cc(O)c(C(C)C)cc1NC(=O)Nc1cccc2ccccc12 | 2.6% | -7
N#CC1=C(S)N(c2ccccc2)C(c2ccc(-c3cc(Cl)ccc3Cl)o2)NC1=O (stereo unspecified) | -0.5% | 0
O=C1CC(C(=O)Nc2nccs2)C(c2ccccc2)O1 (stereo unspecified) | 1.9% | x
CNC(=S)N(Cc1cc2cc(OC)c(OC)cc2[nH]c1=O)C1CCCC1 | 5.7% | -13
CC(=O)Nc1ccc(C(=O)CS(=O)(=O)c2ccc(C)cc2)cc1 | 0.8% | x
C=CCSC1=Nc2cc(OC)c(OC)cc2C2=NC(=O)CN12 | -1.8% | x
O=C(O)c1csc(N/N=C/c2ccc(Br)cc2)n1 | -0.7% | 8
CC(C)C(NC(=O)c1ccccc1)C(=O)NCc1ccccn1 (stereo unspecified) | -4.2% | 20
CC1(C)CN=C(Nc2ccccc2C(F)(F)F)S1 | 6.4% | x
CC(/C=N/NC(=O)c1cnccn1)=C\c1ccco1 | 1.2% | 36
CNc1nc(-c2ccc3c(c2)CCN3C(=O)CC(C)(C)C)c(C)s1 | 8.3% | -1
CCOC(=O)N1CCC(NC(=O)c2cnn3cccnc23)CC1 | 1.3% | -10
COc1ccc(N(CC(=O)Nc2ccc3c(c2)OCO3)S(=O)(=O)c2c(C)nn(C)c2C)cc1 | -3.2% | 6
O=C(O)CCNC(=O)C12CC3CC(CC(C3)C1)C2 | -0.3% | 7
O=C(CCc1ccccc1)Nc1ccc2ccccc2n1 | -4.5% | x
Cc1ccc(NC(=S)NNC(=O)c2ccco2)cc1 | -5.7% | -1
Clc1ccc(-c2ccc(/C=N/Nc3cc(N4CCOCC4)nc(N4CCOCC4)n3)o2)cc1 | -0.7% | x
Cc1ccc(/C=C/C(=O)Nc2cc(=O)n(C)c(=O)n2C)o1 | -7.7% | 8
O=C(O)c1ccc(CSc2nnnn2C2CCCCC2)cc1 | 0.6% | -7
Cc1cc(C)nc(SCC(=O)NC2=NC(=O)C(C)S2)n1 (stereo unspecified) | -2.3% | 13
O=[N+]([O-])/C(C=Nc1ccccc1O)=C\Nc1ccccc1O | -2.0% | -8
Cc1nn(C(=O)c2ccco2)c(C)c1Sc1ccc([N+](=O)[O-])cc1 | -0.2% | 7
COc1cc(NC(=O)c2ccc(Br)o2)c(C(=O)O)cc1OC | 2.7% | -5
O=C(O)c1cnn2c(-c3ccc(F)cc3)ccnc12 | 7.3% | 7
O=C(/C=C/c1ccco1)N(Cc1cccc(Cl)c1)C1CCS(=O)(=O)C1 (stereo unspecified) | 1.9% | 4
Cc1ccc(NC(=O)N2CCC(C(=O)Nc3ccc(C)cc3C)CC2)cc1 | -1.4% | x
O=C(NCc1ccc2c(c1)OCO2)c1cnc2n(c1=O)CCS2 | -0.8% | 51
NC(=O)COC(=O)c1cc(=O)[nH]c2ccccc12 | 6.2% | 4
CCOC(=O)C1CCN(c2cc(=O)n(-c3ccccc3Cl)c(=O)[nH]2)CC1 | 1.1% | x
CC(=O)c1cc(C(=O)N2CCc3c([nH]c4ccccc34)C2CC(C)C)[nH]n1 (stereo unspecified) | 1.8% | -7
O=C(Nc1cccnc1)c1ccccc1-c1nc(-c2ccccc2F)no1 | -1.6% | -10
Cn1c(C2CCCN2C(=O)OC(C)(C)C)n[nH]c1=S (stereo unspecified) | 3.4% | -10
CC1CCN(S(=O)(=O)c2cccc(-c3cn4cc(Cl)ccc4n3)c2)CC1 | -1.6% | x
COC(=O)c1cc(OC)c(OC)cc1NC(=O)Cc1cccs1 | -2.7% | -8
COc1ccc(C(=O)Nc2ccc(S(=O)(=O)N3CCCCC3)cc2)cc1 | -3.1% | -2
CN1CCN(S(=O)(=O)c2ccc3[nH]cc(C(=O)O)c(=O)c3c2)CC1 | 2.2% | 16
COc1ccc(-c2n[nH]c(=S)n2-c2ccc3c(c2)OCCO3)cc1 | 10% | 1
COc1cccc(CN(CC2CCCO2)S(=O)(=O)c2ccc(-n3cnnn3)c(OC)c2)c1 (stereo unspecified) | 1.9% | 8
COc1ccc2cc(CN(Cc3ccco3)C(=S)NCC3CCCO3)c(=O)[nH]c2c1 (stereo unspecified) | 1.2% | 4
Cc1cccc(NC(=S)NC(=O)c2ccco2)n1 | -14% | -12
CC(=O)Nc1cc(C(=O)O)ccc1S(=O)(=O)c1ccc(Cl)cc1 | 1.6% | 1
COc1cccc(NC(=O)Cc2nnc(SCC(=O)c3ccccc3)n2C)c1 | 2.8% | -9
Cc1ccc(C(=O)Oc2cccc(NC(=O)c3ccccc3)c2)cc1C | 0.5% | 7
Cc1cc(Cl)ccc1C(=O)C1CCCN(C(=O)c2n[nH]c3c2CCCC3)C1 (stereo unspecified) | 2.7% | x
CCCOP(=O)(OCCC)C(Nc1ccc(C(=O)O)cc1)c1ccccc1 (stereo unspecified) | -1.3% | 1
COc1ccc(C2=NOC(C)(c3nnc(-c4ccc(Cl)cc4)o3)C2)cc1 (stereo unspecified) | -1.5% | x
COCc1cc(C)n(CC(=O)OC)c(=O)c1C#N | 8.2% | -6
CCOCCCNC(=O)C(NC(=O)c1ccc(NC(C)=O)cc1)c1ccc(Cl)cc1 (stereo unspecified) | -11% | x
COC(=O)C(C)Sc1nnc(SC(C)C(=O)OC)s1 (stereo unspecified) | 6.7% | 7
COc1ccc(NC(=O)c2c3c(nc4ccccc24)CCC3)cc1S(=O)(=O)N1CCOCC1 | 2.9% | 2
CC(=O)c1ccc(OC(C)C)c(CSc2nc(O)cc(=O)[nH]2)c1 | 7.8% | 72
COc1ccc(S(=O)(=O)N2CCCC2C(=O)NCc2ccccc2Cl)cc1 (stereo unspecified) | 2.9% | -10
O=C(CN1C(=O)CNC1=O)Nc1ccc(Cl)cc1 | 3.1% | u
COC(=O)C(CCCN1C(=O)c2ccccc2C1=O)(NC(C)=O)c1nn[nH]n1 (stereo unspecified) | -0.1% | -8

# The list continues:
SMILES | M. tuberculosis GlmU | RmlCD inh 1536
CCOC(=O)c1cc2sccc2n1CC(=O)N1c2ccccc2CC1C (stereo unspecified) | 0.2% | -9
CC1CN(c2ccc([N+](=O)[O-])c(N3CCCCC3)c2)CCN1 (stereo unspecified) | 2.3% | -10
CCC(C)(C(=O)NC1CCCC1)N(Cc1cccs1)C(C)=O (stereo unspecified) | -6.1% | x
O=S(=O)(c1ccccc1)C(/C=N\O)/C=C/c1ccccc1 (stereo unspecified) | x | 23
O=C(Nc1ccc(C(=O)N2CCCCC2)cc1)C1CCCCC1 | 3.5% | 1
O=c1[nH]c(CNCc2cccnc2)nc2ccccc12 | 5.4% | x
COc1ccccc1N=Cc1c(O)c2ccccc2oc1=O | -2.9% | 31
O=C(/C=C/c1ccco1)N1CCc2ccccc21 | 4.0% | 13
COc1ccc(/C=N/Nc2nonc2N)cc1OC | -4.3% | x
O=C(Nc1ccccc1)c1ccc(NC2CCCCC2)c(S(=O)(=O)N2CCOCC2)c1 | 1.1% | -1
CCOC(=O)C1(Cc2ccc(Cl)cc2)CCN(C(=O)c2cscn2)CC1 | 2.3% | -9
COC(=O)c1ccc2c(=O)n(CCN3CCOCC3)c(SCC(=O)NCc3ccccc3)nc2c1 | 1.1% | 6
COC(c1ccccc1)c1nnc(CCC(=O)NC2CCCCC2)o1 (stereo unspecified) | 1.8% | 2
CC(=O)c1cccc(NC(=O)C(OC(=O)/C=C/c2ccc3c(c2)OCO3)c2ccccc2)c1 (stereo unspecified) | 3.5% | x
